# Screens (PubChem)
# HP1b chromo inh: HP1-beta chromodomain-methylated histone interaction inhibition; P83916; AlphaScreen HP1-beta / biotin-H3K9me3 peptide binding; Potency, µM (highest dose often 114 µM), for the others: at the top dose activity change, negative = inhibition, hits mostly inhibitors; 390,000 tested, 0.56% active; AID 540317; also: potency is read from the fitted curve at half-maximal effect; nearly all actives have a fitted effect of over 70% in size; inactives centre near 23
#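 Compound inhibition of the preformed complex between 50 nM HP1-beta and 50 nM biotinylated H3K9me3 peptide was read by AlphaScreen. Buffer was PBS pH 7.4 with 0.01% Tween-20. Incubations ran 30 min at room temperature, with 10 ug/mL donor/acceptor beads.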
# ERG Ets-DNA blk: ERG Ets/DNA interaction inhibition | fluorescence polarization, His-ERG Ets domain / labelled DNA | P11308 | 370,000 tested, 0.028% active | Potency, µM (titrated, usually from 76.9 µM), for inactives: at the top dose FP activity, negative = inhibition, most hits filed as inhibitors; active = well fitted inhibition curve with a large enough effect in the polarisation, with a control signal flat; inconclusive = small, poorly fitted or top-dose-only effect, or effect the other way, or a change in a side signal; inactive = no such curve, though single readings can be large or run the other way; the % refers to the polarisation;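 also: polarization taken with two DNA probes labelled with fluorescein and Texas red; potency is read from the fitted curve at half-maximal effect; % of control where 0% means no effect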
#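 His-tagged ERG Ets domain (1 uM in the protein solution; 300mM KCl, 50mM Tris-HCl, 1mM EDTA, 1mM DTT, pH 7.5) received compound, then a probe mix of 5 nM fluorescein-DNA and 100nM Texas-615-DNA. Fluorescence polarization was read for both dyes.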
# GLS inh: inhibitors of human glutaminase (GLS). 410,000 tested, 0.21% active. O94925. GLS enzymatic activity, qHTS titration. Potency, µM (highest dose often 45.5 µM), without a hit: top-dose activity change, negative = inhibition, usual class: inhibitors. AID 624170; also: potency is read from the fitted curve at half-maximal effect; % is scaled to controls: 0 for no effect and ±100 for the full control effect
# Target sequence (O94925 whole entry, looked up): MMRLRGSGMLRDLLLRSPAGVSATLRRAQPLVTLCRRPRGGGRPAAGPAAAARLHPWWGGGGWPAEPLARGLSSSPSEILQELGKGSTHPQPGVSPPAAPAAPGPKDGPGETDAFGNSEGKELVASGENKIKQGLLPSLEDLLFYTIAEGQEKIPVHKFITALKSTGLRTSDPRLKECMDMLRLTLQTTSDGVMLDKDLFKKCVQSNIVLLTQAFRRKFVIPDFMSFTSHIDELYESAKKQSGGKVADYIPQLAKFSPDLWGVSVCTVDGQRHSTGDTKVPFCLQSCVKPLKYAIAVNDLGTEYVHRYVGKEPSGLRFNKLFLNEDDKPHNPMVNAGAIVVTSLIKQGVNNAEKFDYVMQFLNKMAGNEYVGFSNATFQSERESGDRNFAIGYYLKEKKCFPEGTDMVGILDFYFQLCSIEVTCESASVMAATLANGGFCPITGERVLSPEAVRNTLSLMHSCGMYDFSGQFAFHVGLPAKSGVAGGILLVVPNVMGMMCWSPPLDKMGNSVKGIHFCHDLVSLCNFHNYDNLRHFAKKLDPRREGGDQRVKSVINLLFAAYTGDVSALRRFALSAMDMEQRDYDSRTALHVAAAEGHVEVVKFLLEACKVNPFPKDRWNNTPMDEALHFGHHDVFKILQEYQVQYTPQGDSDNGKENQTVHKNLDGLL
#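 Read-out is an Amplex red fluorescence increase coupled through glutamate oxidase and HRP, measured before and after 30 min room-temperature incubation. hKGA is in 45 mM KH2PO4 (pH 8.2) with 0.02% Tween-20; glutamine added as 1mM solution.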
# G9a inh: inhibitors of human histone lysine methyltransferase G9a | Q96KQ7 | G9a H3K9 monomethylation, AlphaScreen, 2 h | Potency, µM (titrated, usually from 102 µM), for the others: top-dose activity, negative = inhibition, hits mostly inhibitors | 350,000 tested, 8.8% active | AID 504332; also: potency is read from the fitted curve at half-maximal effect; % is scaled to controls: 0 for no effect and ±100 for the full control effect; nearly all actives have a fitted effect of over 75% in size
# Target sequence (Q96KQ7 913-1193 limits assumed): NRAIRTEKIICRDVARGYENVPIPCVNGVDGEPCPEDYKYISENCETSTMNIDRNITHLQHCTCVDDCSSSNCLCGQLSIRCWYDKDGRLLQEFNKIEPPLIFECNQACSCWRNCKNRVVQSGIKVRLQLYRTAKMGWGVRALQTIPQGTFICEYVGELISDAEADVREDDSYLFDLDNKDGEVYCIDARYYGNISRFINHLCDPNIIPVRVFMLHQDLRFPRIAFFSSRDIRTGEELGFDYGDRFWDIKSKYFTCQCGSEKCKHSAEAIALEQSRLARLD
#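 G9a (20 nM) preincubated 15 min RT with compounds, then 500 nM biotinylated H3K9 peptide and 20 uM SAM added; 2 h RT reaction. Monomethyl-H3K9 product detected by AlphaScreen with anti-H3K9me1 antibody, streptavidin donor and anti-rabbit IgG acceptor beads.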
# Tb PGK inh: T. brucei PGK inhibition | P07378 | PGK/GAPDH coupled, Kinase-Glo luminescence, 60 min | Potency, µM (highest dose often 57.5 µM), without a hit: at the top dose activity change, negative = inhibition, most hits filed as inhibitors | 380,000 tested, 0.043% active; also: potency is read from the fitted curve at half-maximal effect; % is scaled to controls: 0 for no effect and ±100 for the full control effect; nearly all actives have a fitted effect of over 60% in size
#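 Recombinant glycosomal PGK reaction used 1,3-bisphosphoglycerate generated in-well by GAPDH (100nM final) in 100mM TEA pH 7.6, 5mM MgCl2, 0.01% Tween-20. After 60 minutes at room temperature, ATP was read by Kinase-Glo Plus luminescence end-point.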
# PI4K2A inh: PI4K2A (human) kinase inhibition | Q9BTU6 | purified PI4K2A, ADP-Glo luminescence, 1 h; active compounds read low | activity change, negative = inhibition, % at 76.9 µM | 420,000 tested, 0.13% active | AID 1346378; in the data active = activity change below about -50%; inconclusive = mostly about -30% to -49%;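 also: -100% = wells without enzyme as full effect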
#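 PI4K2A activity was measured by ADP-Glo luminescence: enzyme (4 ug/mL stock) and phosphatidylinositol (1.2 mM stock) in Tris pH 7.5/MgCl2/EGTA/Triton X-100 buffer were reacted with ATP (300 microM stock) for one hour at ambient temperature.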
# BAZ2B inh: BAZ2B (human) inhibition. Q9UIF8. AlphaScreen BAZ2B-H3K14Ac peptide displacement. Potency, µM (series often up to 114 µM), without a hit: at the highest dose activity change, negative = inhibition, usual class: inhibitors. 360,000 tested, 4.4% active. AID 504333; also: potency is read from the fitted curve at half-maximal effect; % is scaled to controls: 0 for no effect and ±100 for the full control effect; nearly all actives have a fitted effect of over 60% in size
#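 Protein-peptide AlphaScreen: BAZ2B 50 nM, b-H3K14Ac 50 nM, 1x PBS pH 7.4 + 0.01% Tween-20. Preincubation 30 min RT; cpd 30 min RT (top 110 uM); beads 20 min RT, light-protected.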
# Pin1 inh: human Pin1 inhibition; Q13526; Pin1 FP peptide displacement, HiFluor488, 10 min; Potency, µM (series often up to 115 µM), for inactives: top-dose activity, negative = inhibition, actives largely listed as inhibitors; 390,000 tested, 0.009% active; AID 504891; active = well fitted inhibition curve with a large enough effect in the polarisation, with a control signal flat, not every such curve was filed as active; inconclusive = small, poorly fitted or top-dose-only effect, or effect the other way, or a change in a side signal; inactive = no such curve, though single readings can be large or run the other way; the % refers to the polarisation; also: potency is read from the fitted curve at half-maximal effect; % is scaled to controls: 0 for no effect and ±100 for the full control effect
# JMJD2A Tudor: inhibitors of human JMJD2A Tudor domain. AlphaScreen JMJD2A-Tudor / H3K4me3 peptide binding. Potency, µM (top dose mostly 114 µM), inactives show at the highest dose activity change, negative = inhibition, hits mostly inhibitors. 390,000 tested, 4.4% active; also: potency is read from the fitted curve at half-maximal effect; % is scaled to controls: 0 for no effect and ±100 for the full control effect; nearly all actives have a fitted effect of over 50% in size
# Starred values were filed as active, the others as inactive; i = inactive; ? = inconclusive; . = not tested or not shown; & = joins results of further samples; [ ] = another dose, or the depositor's remark. Unless noted, calls follow the shape of the dose curve; as a rule, active = well fitted curve in the direction sought with a large enough effect; inconclusive = small, poorly fitted or top-dose-only effect, or another doubt; inactive = no such curve, though single readings can be large; an effect the other way counts as inactive or inconclusive. An unsorted share of the library (roughly 11% active in at least one column).
SMILES | HP1b chromo inh | ERG Ets-DNA blk | GLS inh | G9a inh | Tb PGK inh | PI4K2A inh | BAZ2B inh | Pin1 inh | JMJD2A Tudor
COc1ccc(C(C(=O)NC(C)(C)C)N(C(=O)Cn2nnc3ccccc32)c2ccc(C(C)=O)cc2)cc1O (stereo not drawn) | 28% | -1% | 7% | -4%[12.7 µM] | -9% | 4 | -3% | -3% | 9%
O=C(c1cc(-c2ccco2)on1)N1CCN(c2ccccc2)CC1 | 19% | 14% | 13% | ? | i | 2 | ? | 14% | -31%
Cc1ccc(S(=O)(=O)N2CCOCC2)cc1NC(=O)COC(=O)c1cnc(Cl)c(Cl)c1 | 27% | -1% | -29% | -29% | -3% | 2 | 9% | 1% | -9%
Clc1ccc(CSc2nnc(-c3ccccn3)n2Cc2ccco2)c(Cl)c1 | 20% | 1% | -11% | 50µM* | i | -3 | -5% | 7% | ?
CCCN(C(=O)Cc1csc(-c2ccccc2)n1)C1CCS(=O)(=O)C1 (stereo not drawn) | 19% | -5% | 3% | -7%[59 µM] | -2% | 9 | 5% | -6% | -12%
C=CCNC(=S)NNC(=O)c1ccc(OCCC)cc1 | 46%[activator] | 3% | 14% | 8%[59 µM] | i | 3 | -2% | -3% | 0%
CCc1nnc(NC(=O)CSc2nnc(-c3ccccc3OC)n2-c2ccccc2)s1 | 18% | 8% | 9% | 12%[59 µM] | -4% | 6 | -2% | 1% | -10%
COCCNC(=O)c1cc(-c2ccccc2)n(Cc2cc(C)no2)n1 | 10% | -7% | 13% | 11%[12.7 µM] | 1% | -4 | 5% | 6% | -6%
COc1ccc(NC(=O)CN2CCc3ccccc3C2)c(OC)c1 | 38% | -6% | -4% | . | i | -1 | -36% | -2% | -13%
CC(=O)Nc1c2c3c(cccc3n(C)c1=O)C(=O)c1ccccc1-2 | 24% | 2% | -10% | 46%[59 µM] | i | 10 | -9% | ? | -17%
COc1ccc(NC(=O)c2cc(-c3ccc(C)cc3)on2)cc1OC | 33%[activator] | -6% | 4% | . | 1% | -22 | 5% | -1% | -26%
CC(=O)SCC[N+](C)(C)C | -13% | -3% | 13% | 41%[59 µM] | i | 5&-3 | 2% | -8% | -14%
C=CCNC(=O)N[C@@H](Cc1ccccc1)C(=O)OC | 19% | -2% | -7% | 8% | -1% | 0 | -9% | -6% | 1%
CNc1ccccc1C(=O)OC(C)C(=O)Nc1ccc(Cl)cn1 (stereo not drawn) | 264%[activator] | -6% | 5% | . | -1% | 0 | 96%[activator] | -13% | 127%[activator]
Cc1ccc(-n2ncc3c(Nc4cccc(C)c4)ncnc32)cc1 | 22% | 4% | 1% | -23%[59 µM] | -2% | 1 | 6% | -1% | -19%
COC(=O)NCC(c1ccc2c(c1)OCO2)N1CCN(c2ccc(OC)cc2)CC1 (stereo not drawn) | 40%[activator] | 15% | 16% | -20% | -4% | 0 | ? | 6% | 18%
COc1ccccc1-n1c(C)nc2cc(C(=O)O)ccc21 | 23% | . | 1% | -35%[59 µM] | . | 1 | -10% | 1% | -5%
Cc1ccc(-n2ncc3c(NNC(=O)c4ccccc4C)ncnc32)cc1 | 31% | -1% | -3% | 26%[59 µM] | i | 0 | 4% | -4% | ?
Nc1nnc(-c2ccc(Cl)c(Cl)c2)s1 | 20% | -6% | -10% | 45µM* | -10% | 0 | -14% | 2% | -5%
CN(C(=O)Cn1c(=O)oc2ccccc21)C1CCCCC1 | 47%[activator] | 10% | -10% | -42%[59 µM] | 0% | 5 | 4% | -4% | -4%
Cc1cc(NC(=O)CSC2=NS(=O)(=O)c3ccccc3N2)no1 | 15% | -1% | 9% | ? | 0% | 7 | -9% | -3% | -9%
CCOC(=O)c1ccc(-n2ccnc2)c(NC(=O)c2ccc(Cl)cc2)c1 | 35% | -4% | 5% | 5%[59 µM] | 4% | -1 | -2% | 4% | -8%
Cn1c(=O)n(CC(=O)NCc2cccnc2)c2ccccc21 | 16% | 2% | -8% | 33%[59 µM] | 8% | -1 | 0% | -10% | -16%
O=C(Nc1cccc(Cl)c1Cl)c1cc(S(=O)(=O)N2CCC3(CC2)OCCO3)ccc1F | 32% | 1% | -26% | -9%[59 µM] | -10% | -3 | 7% | 13% | -20%
CCOc1ccc(C)cc1S(=O)(=O)n1ccnc1 | 23% | 0% | 3% | -10%[59 µM] | 1% | 2 | -26% | -1% | -8%[11.4 µM]
CCC(Cc1ccccc1)NC(=O)CN1C(=O)COc2ccc(S(=O)(=O)N3CCCCCC3)cc21 (stereo not drawn) | 27% | 1% | 2% | -36%[59 µM] | 8% | -5 | -10% | 7% | -10%
COc1cccc(Oc2c(C)oc3c(CN4CCOCC4)c(O)ccc3c2=O)c1 | 32% | 8% | 4% | . | 3% | -8 | . | 8% | -1%
O=C(CSc1c2c(nc3ccccc13)CCC2)N1CCCC1 | 36% | -4% | -5% | -9%[59 µM] | -8% | 1 | -21% | 1% | -8%
CCc1ccc2[nH]c(=O)c(CN(Cc3ccco3)S(=O)(=O)c3ccc4c(c3)OCCO4)cc2c1 | 5% | -9% | 4% | 6% | -3% | 0 | 0% | 8% | -14%
COc1ccc(CCNc2ncnc3[nH]ncc23)cc1OC | 35% | 13% | 0% | -14%[12.7 µM] | 1% | -3 | -6% | -2% | 1%
O=C(NC1CCCCC1)N1CCSC1=Nc1ccccc1 | 70%[activator] | 3% | 8% | -10%[2.33 µM] | 9% | -6 | -2% | -2% | 20%
CCOc1ccccc1NC(=O)C(=O)c1cc(C)n(-c2ccc(F)cc2)c1C | 39%[activator] | 1% | 8% | -31%[59 µM] | i | -4 | -2% | 19% | 1%
O=[N+]([O-])c1ccc(-n2cnc3ccccc32)c([N+](=O)[O-])c1 | 11% | 11% | 0% | -49% | -8% | 2 | -3% | -3% | -11%
Cc1ccc(NC2=Nc3ccccc3CS2)cc1 | 13% | 5% | 8% | 10µM* | -9% | -13 | 0% | -2% | ?
Cc1cc(C(=O)NC2CC(C)(C)Cc3c2cnn3-c2ccccc2C)c(C)o1 (stereo not drawn) | 22% | -12% | 6% | . | -1% | 0 | ? | -2% | -26%
CCn1cc(C(C)NC(=O)Nc2ccccc2C(=O)OC)c(C)n1 (stereo not drawn) | 49%[activator] | 5% | -5% | 3% | -8% | 41 | ? | 4% | 5%[11.4 µM]
Cc1cnccc1CN(C)C(=O)CC1C(=O)NCCN1CC1CCCCC1 (stereo not drawn) | 36% | -6% | -8% | ? | i | 6 | -20% | -1% | -8%
Cn1c(=O)[nH]c(=O)c2c1nc1n2CCN1c1ccccc1 | 12% | -1% | -13% | -5%[59 µM] | -5% | -3 | -19% | 0% | -11%
CCOC(=O)C1CCN(C(=O)COc2ccc3c(c2)OCO3)CC1 | -7% | -7% | -4% | -8%[59 µM] | -5% | -2 | -3% | -9% | -23%
CCOC(=O)C1CCCN(C(=O)COc2ccc(N(C)S(=O)(=O)c3ccc(C)cc3)cc2)C1 (stereo not drawn) | 37% | 12% | -1% | -40% | -2% | 7 | 0% | -6% | -4%
Cc1cccnc1NCC(O)COc1ccccc1 (stereo not drawn) | 44%[activator] | 2% | 10% | ? | -1% | -3 | 0% | -2% | -7%
COc1ccc(C2/C(=C(\O)c3ccc4c(c3)OCCO4)C(=O)C(=O)N2CCCN(C)C)c(OC)c1 (stereo not drawn) | -1% | -6% | -1% | -17%[59 µM] | -7% | -3 | -7% | 3% | ?
COc1ccccc1C(=O)NNC(=S)NC(=O)c1sc2ccccc2c1Cl | -24% | 2% | -13% | 14%[59 µM] | -2% | -2 | 10% | -2% | -32%

# A section from further up:
SMILES | HP1b chromo inh | ERG Ets-DNA blk | GLS inh | G9a inh | Tb PGK inh | PI4K2A inh | BAZ2B inh | Pin1 inh | JMJD2A Tudor
O=C(CSc1c2c(nc3ccccc13)CCC2)N1CCCC1 | 36% | -4% | -5% | -9%[59 µM] | -8% | 1 | -21% | 1% | -8%
CCc1ccc2[nH]c(=O)c(CN(Cc3ccco3)S(=O)(=O)c3ccc4c(c3)OCCO4)cc2c1 | 5% | -9% | 4% | 6% | -3% | 0 | 0% | 8% | -14%
COc1ccc(CCNc2ncnc3[nH]ncc23)cc1OC | 35% | 13% | 0% | -14%[12.7 µM] | 1% | -3 | -6% | -2% | 1%
O=C(NC1CCCCC1)N1CCSC1=Nc1ccccc1 | 70%[activator] | 3% | 8% | -10%[2.33 µM] | 9% | -6 | -2% | -2% | 20%
CCOc1ccccc1NC(=O)C(=O)c1cc(C)n(-c2ccc(F)cc2)c1C | 39%[activator] | 1% | 8% | -31%[59 µM] | i | -4 | -2% | 19% | 1%
O=[N+]([O-])c1ccc(-n2cnc3ccccc32)c([N+](=O)[O-])c1 | 11% | 11% | 0% | -49% | -8% | 2 | -3% | -3% | -11%
Cc1ccc(NC2=Nc3ccccc3CS2)cc1 | 13% | 5% | 8% | 10µM* | -9% | -13 | 0% | -2% | ?
Cc1cc(C(=O)NC2CC(C)(C)Cc3c2cnn3-c2ccccc2C)c(C)o1 (stereo not drawn) | 22% | -12% | 6% | . | -1% | 0 | ? | -2% | -26%
